# GC-B act: GC-B (human) receptor activation. activation, % at 10 µM. HEK293-GC-B cells, CNP EC30, cGMP TR-FRET; 0% at EC30 CNP, 100% saturating CNP. 370,000 tested, 0.11% active;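 active means activation at 10 µM reaching about 35% in either raw or pattern-adjusted values, limit read from the data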
# Target sequence (P20594 whole entry, looked up): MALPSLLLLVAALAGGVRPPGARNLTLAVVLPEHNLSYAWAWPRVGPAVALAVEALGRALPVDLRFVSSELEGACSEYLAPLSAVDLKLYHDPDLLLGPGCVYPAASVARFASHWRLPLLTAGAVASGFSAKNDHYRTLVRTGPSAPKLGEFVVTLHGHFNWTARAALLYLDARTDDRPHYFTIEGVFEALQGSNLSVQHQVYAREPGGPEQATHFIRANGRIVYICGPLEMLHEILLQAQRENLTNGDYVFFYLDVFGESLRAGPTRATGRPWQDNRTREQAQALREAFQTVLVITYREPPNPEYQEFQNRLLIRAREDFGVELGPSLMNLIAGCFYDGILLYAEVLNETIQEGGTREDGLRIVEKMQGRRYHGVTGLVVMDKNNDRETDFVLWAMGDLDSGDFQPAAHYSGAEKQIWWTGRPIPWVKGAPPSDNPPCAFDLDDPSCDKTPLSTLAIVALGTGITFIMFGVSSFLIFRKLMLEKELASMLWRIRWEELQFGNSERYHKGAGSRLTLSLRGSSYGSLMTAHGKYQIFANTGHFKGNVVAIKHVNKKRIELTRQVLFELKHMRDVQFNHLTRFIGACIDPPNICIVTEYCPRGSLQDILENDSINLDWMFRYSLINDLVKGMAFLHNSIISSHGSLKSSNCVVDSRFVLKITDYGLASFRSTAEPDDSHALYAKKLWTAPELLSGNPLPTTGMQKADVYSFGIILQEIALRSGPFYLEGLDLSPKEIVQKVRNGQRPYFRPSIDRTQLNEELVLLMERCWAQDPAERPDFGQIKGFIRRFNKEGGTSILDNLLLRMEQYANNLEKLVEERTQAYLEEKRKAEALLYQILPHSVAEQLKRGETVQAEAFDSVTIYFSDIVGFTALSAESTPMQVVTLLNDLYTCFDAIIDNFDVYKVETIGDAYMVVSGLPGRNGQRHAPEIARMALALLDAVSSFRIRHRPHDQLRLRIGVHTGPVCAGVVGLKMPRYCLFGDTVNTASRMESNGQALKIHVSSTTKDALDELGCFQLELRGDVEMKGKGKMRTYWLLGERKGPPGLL
# hcDAF-12 act: activates DAF-12 receptor from parasite H. contortus; activation, % at 6.8 µM; 370,000 tested, 1.4% active; HEK293 hcDAF-12 lit1-tk-luc reporter, luminescence; 0% DMSO, 100% Δ7-dafachronic acid; AID 652067;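 active means activation above the mean of all tested compounds plus 3 SD, cut at about 5.5% in these data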;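 further: 100% = response to 3 µM Δ7-dafachronic acid high control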
# ssDAF12 agonist: S. stercoralis DAF-12 activation, primary screen. HEK293 ssDAF-12/GRIP1 lit1-tk-luc reporter, luminescence; % of 3 µM dafachronic acid response. activation, % at 6.8 µM. 370,000 tested, 1% active;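 active means activation above the mean over all tested compounds plus 3 SD, cut at about 0.9% in these data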;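 further: 0% = DMSO-only wells and 100% = 3 µM delta7-dafachronic acid wells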
# DAX1 inh-1: inhibitors of human orphan nuclear receptor DAX1 (NR0B1). 340,000 tested, 0.99% active. inhibition, % at 6.75 µM. P51843. AID 504766. HEK293 Gal4-DAX1 luciferase reporter, luminescence;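 active means inhibition above the mean over all tested compounds plus 3 SD, cut at about 4.2% in these data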;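 further: 0% = DAX1-transfected cells with DMSO and 100% = empty-vector control cells with DMSO; inhibition shows as a rise in luminescence from relieved DAX1 repression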
# SMARCA2 activ: increases SMARCA2 function in MMTV reporter cells; MG213 cells, MMTV-luciferase reporter, dexamethasone, overnight; activation, % at 9.1 µM; AID 652017; 370,000 tested, 1% active; in the data active means activation above about 7.8%;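 further: 0% = vehicle wells and 100% = reference activator wells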
# hgDAF-12 ag: activates the H. glycines DAF-12 receptor ligand-binding domain; HEK293 GAL4-hgDAF12 UAS-luciferase reporter, agonist luminescence; normalized to butyrate control; activation, % at 6.8 µM; 370,000 tested, 1.8% active;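 active means activation above a cutoff set at the mean of all screened compounds plus 3 SD, cut at about 10% in these data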;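 further: 0% = DMSO wells and 100% = sodium butyrate wells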
# HGIII-sPLA2 inh: Inhibits HGIII-sPLA2 liposome hydrolysis, primary screen; inhibition, % at 12.2 µM; QFRET BODIPY PC-A2 liposome hydrolysis, fluorescence; 370,000 tested, 0.56% active;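 active means inhibition above mean plus 3 SD of compounds lying within the high and low control bounds, cut at about 19% in these data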;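 further: 0% = median of test compound wells and 100% = no enzyme DMSO wells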
# GAA850 FXN act: frataxin GAA850 promoter activation; HEK293 lucGAA850 FXN promoter luciferase reporter, 24 h; percent of 10 µM SAHA response; activation, % at 6 µM; 360,000 tested, 0.56% active; AID 540364;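 active means activation above the average of all compounds screened plus 3 SD, cutoff fixed separately per campaign, cut at about 7.5% in these data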;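 further: 0% = DMSO wells and 100% = 10 µM SAHA wells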
# DAX1 inh-2: blocks DAX1 repression of SF-1 activated StAR promoter. inhibition, % at 6.8 µM. AID 652010. 370,000 tested, 1.1% active. HEK293T StAR-luciferase reporter, SF-1/DAX-1 repression relief;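 active means inhibition above the mean over all tested compounds plus 3 SD, cut at about 3.6% in these data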;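 further: 0% = DAX-1 cells with DMSO and 100% = cells lacking DAX-1 with DMSO; higher inhibition means more luminescence from relief of DAX-1 repression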
# ADAM10 inh: inhibits human ADAM10. O14672. recombinant ADAM10, EDANS/DABCYL FRET peptide cleavage, 3 h. inhibition, % at 7 µM. 370,000 tested, 0.62% active. AID 720582;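 active means inhibition above a per-campaign cutoff equal to the mean of compounds falling between control-based bounds plus 3 SD, cut at about 20% in these data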;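 further: 0% = DMSO wells while the 100% control is not disclosed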
# NPR1 activator: GC-A (human) enzyme activation. HEK293 GC-A cells, cGMP TR-FRET, EC30 ANP; 0% at EC30 ANP, 100% saturating ANP. activation, % at 10 µM. 370,000 tested, 0.14% active. AID 1671463. P16066; in the data active means activation above about 40%
# Numbers without * were called inactive; i = inactive; · = no result given. Outcome played no part in choosing rows, and some 6.6% of all compounds hit somewhere here.
SMILES,GC-B act,hcDAF-12 act,ssDAF12 agonist,DAX1 inh-1,SMARCA2 activ,hgDAF-12 ag,HGIII-sPLA2 inh,GAA850 FXN act,DAX1 inh-2,ADAM10 inh,NPR1 activator
COc1ccccc1N1CCN(CCC(=O)Nc2cccc(F)c2)CC1,4.2,-1.2,-1.3,-0.5,-2.1,-3.1,3.7,-1.5,-0.7,-5.9,3.1
CC(Cn1cncn1)NC(=O)c1cc(COc2cccc(C(F)(F)F)c2)on1 (configuration not stated),2.3,-0.6,-0.6,0.9,1.7,1.4,2.5,-0.6,0.2,3.7,6.7
O=c1oc2c(CN3CCOCC3)c(O)ccc2c2c1CCC2,2.7,1.1,-1.6,-0.5,-2.4,1.8,-5.5,1.5,-1.0,i,0.6
COCc1nnc(NC(=O)c2cc(C(=O)OC)cc([N+](=O)[O-])c2)s1,1.3,-1.2,-0.8,-0.2,-0.1,0.3,14.8,0.9,-0.6,-9.8,1.3
CCc1noc(C)c1C(=O)Nc1cc(S(=O)(=O)N2CCOCC2)ccc1OCC(F)(F)F,4.8,-0.8,-0.3,0.7,-1.2,-0.2,7.3,3.4,-0.6,-6.7,-3.0
CC(C)C(C)NC(=O)COC(=O)C1CCN(S(=O)(=O)c2ccc3c(c2)OCCO3)CC1 (configuration not stated),9.7,-1.0,-1.0,2.1,-2.9,-1.8,12.8,0.8,0.4,-10.0,-1.4
CC1=C(C(=O)Nc2ccccc2C)C(c2cccnc2)n2nc(CCCO)nc2N1 (configuration not stated),1.4,-2.5,-1.2,0.8,0.7,1.2,2.7,-1.4,0.1,0.3,-0.7
O=S(=O)(Nc1ncccn1)c1ccc(NC(=S)N2CCN(Cc3ccc(F)cc3Cl)CC2)cc1,-4.9,0.3,-1.1,-0.8,-2.6,-3.0,-24.3,1.5,1.7,3.2,3.0
COc1ccc(-c2cnc3c(NC(C)=O)cc(-c4ccc(C(=O)N5CCOCC5)cc4)cn23)cc1OC,16.2,-2.2,-1.4,·,1.6,-1.2,6.9,-2.1,-1.3,-12.7,7.5
O=C(N/N=C/c1cc(Cl)c(O)c(Cl)c1)c1cc2c(ccc3ccccc32)o1,-12.2,1.2,-0.7,1.1,-0.9,5.0,-15.8,0.3,0.6,-16.3,21.5
O=C(CN1CCN(Cc2ccc(F)cc2Cl)C1=O)NCCCN1CCOCC1,7.5,-0.5,-1.4,0.3,-3.2,-1.3,-1.9,1.2,0.6,-4.1,27.4
Cc1ccc(NC(=S)NC(NC(=O)N(C)C)C(Cl)(Cl)Cl)cc1 (configuration not stated),2.4,4.8,-0.6,-0.8,1.3,0.2,6.9,-4.0,0.3,-5.6,2.0
Cc1ccc(NC(=O)C2C3C=CC4(O3)C2C(=O)N(CCCN2CCCCC2)C4C(=O)NC2CCCCC2)cc1Cl (configuration not stated),4.4,-0.9,-1.4,-0.7,2.1,1.7,-2.1,1.7,-0.3,9.6,-1.7
Cc1nc2scc(-c3ccc(Cl)cc3)c2c(=O)o1,3.5,-1.0,-0.7,0.0,-2.6,1.0,2.6,0.6,1.1,7.4,6.4
CC(C)(C)NC(=O)C1c2ccccc2OCC(=O)N1Cc1ccco1 (configuration not stated),0.4,0.7,-1.3,·,-3.0,1.1,1.6,·,1.0,-5.3,1.3
COc1ccc(N2C(=O)C(CC(=O)Nc3ccccc3)N(Cc3ccccn3)C2=S)cc1 (configuration not stated),-1.3,-0.7,-1.5,-1.7,-1.8,2.0,-26.2,-4.7,-0.6,2.6,-3.1
C/C(CC(=O)Nc1cccc(F)c1)=N\NC(=O)C(=O)NC1CCCCC1,6.9,0.0,-1.0,-0.8,-3.3,-0.6,2.8,-0.2,-0.7,-1.2,1.6
CCOCCCNC(=S)N1CCCN(c2nc3cc(C)c(C)cc3cc2C#N)CC1,-6.2,-2.4,-2.4,-0.5,-1.3,-0.2,-3.9,3.1,-1.0,-151.5,-4.1
O=C(COC(=O)C1CCN(S(=O)(=O)c2ccc3c(c2)OCCO3)CC1)NC1CCCCC1,-2.1,-0.2,-0.5,-0.5,4.0,4.1,-12.3,-0.1,0.6,1.6,1.5
CC(C)CNC1=CC(=O)CC(c2ccco2)C1 (configuration not stated),3.8,2.5,-0.6,-0.1,0.1,-0.6,-3.7,1.5,0.1,-12.1,-2.0
CC1(Cc2ccc(C(F)(F)F)nc2)C(=O)Nc2cc(-c3ccccc3Cl)ccc21 (configuration not stated),1.6,-0.7,-1.4,·,-4.3,-5.5,4.6,13.9*,-0.6,-5.5,42.3*
Cn1c(C(=O)NCCN2CCN(Cc3ccccc3)CC2)cc2c(=O)n(C)c3ccccc3c21,-1.6,-2.5,-1.2,-0.1,-0.4,-3.9,-8.1,-1.1,1.1,-35.1,-0.9
O=C(N[C@@H](Cc1cccnc1)C(=O)N1CCC[C@H]1C(=O)NCCc1ccccc1Cl)c1ccc(Cl)cc1Cl,-5.1,0.4,-1.4,·,-3.8,1.6,0.8,·,3.4,-13.4,-7.0
CCN(Cc1nc2ccccc2c(=O)[nH]1)Cc1cc(=O)oc2cc(OC)ccc12,-7.8,-0.4,-0.7,0.3,0.4,-3.7,0.0,0.0,-0.6,-57.7,-3.3
C=CC[C@H](CC(=O)OC(C)(C)C)C(=O)OC[C@@H]1CCCN1C(=O)[C@H](CC=C)CC(=O)N[C@H](CO)Cc1ccccc1,-0.1,-2.2,-1.1,0.6,1.2,-2.9,-10.8,-1.3,-0.7,6.5,-1.9

# Next section; the last 4 above are carried over.
SMILES,GC-B act,hcDAF-12 act,ssDAF12 agonist,DAX1 inh-1,SMARCA2 activ,hgDAF-12 ag,HGIII-sPLA2 inh,GAA850 FXN act,DAX1 inh-2,ADAM10 inh,NPR1 activator
Cn1c(C(=O)NCCN2CCN(Cc3ccccc3)CC2)cc2c(=O)n(C)c3ccccc3c21,-1.6,-2.5,-1.2,-0.1,-0.4,-3.9,-8.1,-1.1,1.1,-35.1,-0.9
O=C(N[C@@H](Cc1cccnc1)C(=O)N1CCC[C@H]1C(=O)NCCc1ccccc1Cl)c1ccc(Cl)cc1Cl,-5.1,0.4,-1.4,·,-3.8,1.6,0.8,·,3.4,-13.4,-7.0
CCN(Cc1nc2ccccc2c(=O)[nH]1)Cc1cc(=O)oc2cc(OC)ccc12,-7.8,-0.4,-0.7,0.3,0.4,-3.7,0.0,0.0,-0.6,-57.7,-3.3
C=CC[C@H](CC(=O)OC(C)(C)C)C(=O)OC[C@@H]1CCCN1C(=O)[C@H](CC=C)CC(=O)N[C@H](CO)Cc1ccccc1,-0.1,-2.2,-1.1,0.6,1.2,-2.9,-10.8,-1.3,-0.7,6.5,-1.9
Cc1cc(C)cc(CC(=O)N2CCC2(C)C(=O)NS(=O)(=O)c2ccc(C(C)(C)C)cc2)c1 (configuration not stated),-6.1,-2.4,-0.5,·,-6.1,-1.5,-19.9,-0.9,-0.8,-6.5,2.5
CNC(=O)c1ccccc1NC(=O)c1ccc(C)c(S(=O)(=O)N2CCCCC2)c1,5.2,-0.9,-1.1,-0.3,1.9,1.7,2.8,-2.2,1.4,-9.5,6.0
COc1cc(N(C)C)c([N+](=O)[O-])cc1C(=O)NC(C)CNc1ccc([N+](=O)[O-])cc1Cl (configuration not stated),-2.0,0.9,-1.4,-1.6,-3.5,1.2,3.7,-0.9,-0.4,-2.3,5.3
Cc1cccc(NC(=O)CNC(=O)c2ccc3c(c2)OCO3)n1,-1.3,-1.7,-1.2,0.1,2.5,2.3,-2.6,1.4,-1.1,3.9,1.1
COC(=O)C[C@@H]1C=C[C@@H](NS(=O)(=O)c2ccccc2OC)[C@@H](CO)O1,0.6,-2.1,-0.7,·,-4.6,0.8,9.8,·,0.8,-14.5,0.2
CCOC(=O)CC[C@@H]1CC[C@]2(CCCN(C(=O)C(C)(C)C)C2)O1,-0.3,1.3,-0.9,·,0.9,4.3,6.4,·,0.0,5.9,1.3
C[C@H](CO)N1C[C@H](C)[C@H](CN(C)Cc2ccncc2)Oc2ncc(Br)cc2C1=O,6.2,-1.3,-0.8,1.4,-0.4,1.1,10.1,-0.6,-0.8,-14.8,1.9
Cc1cccc(C)c1NC(=O)CN1CCCC1,3.2,-0.8,-0.6,4.5*,-0.5,-2.6,-0.7,0.5,-0.3,-0.3,2.2
COc1ccc(-c2csc(C(C)(O)c3ccc(F)c(F)c3)n2)cn1 (configuration not stated),-9.5,0.1,-0.5,·,0.0,-2.7,-7.9,-0.2,-1.1,7.9,-0.9
COc1cc(NC(=O)CSc2nc(=O)n(CCCN3CCOCC3)c3c2CCC3)cc(OC)c1,0.5,-1.4,-1.1,-0.5,-2.5,-1.4,-9.3,0.1,-0.4,2.8,-3.3
CCN(CC)c1ccc(NC(=O)Cn2nnc(-c3cccc(OC)c3OC)n2)c(C)c1,-0.3,-1.7,-1.0,1.3,0.0,-0.6,-7.5,1.6,-0.1,-1.2,0.8
CC1CC(NC(=O)Cc2ccc(Br)cc2)CC(C)(C)C1 (configuration not stated),1.1,-1.2,-1.4,1.1,-1.7,-0.1,-0.8,0.6,0.0,2.3,2.0
CC(=O)c1c(OC(=O)c2ccccc2Br)ccc2c(C)cc(=O)oc12,-3.8,-1.7,-1.7,-0.2,-4.8,0.7,7.7,-0.4,0.1,-30.0,5.6
O=C(COC(=O)CNC(=O)c1ccccc1)NC1CCCC1,4.1,1.9,-1.0,0.8,-4.0,-4.4,-7.0,-0.8,2.8,4.0,0.8
COc1cccc(-c2nc(N3CCN(C)CC3)c3ccccc3n2)c1O,-4.7,7.8*,-0.4,0.9,18.7*,8.0,-8.0,4.6,-0.3,1.3,0.0
COC(=O)C1=C(N)Oc2cc(C)n(Cc3cccnc3)c(=O)c2C1c1ccccc1OC (configuration not stated),-2.2,0.5,-1.6,3.1,-0.2,-0.1,1.6,-0.3,-0.4,7.8,1.8
Cc1ccc(C2(C)NC(=O)N(CC(=O)NC(C)c3ccccc3)C2=O)cc1 (configuration not stated),6.7,1.5,-0.9,1.6,1.0,0.5,-1.4,0.1,-0.2,1.2,-1.1
C[C@@H](O)Cc1cn(CC(=O)NCCCCCCCCCCC(=O)N2CCNCC2)nn1,6.2,0.2,-0.9,-0.3,-1.0,0.3,4.6,-1.0,0.2,3.9,2.1
COc1ccc(NS(=O)(=O)c2cccc(C(=O)NCC(c3ccc(OC)cc3)N3CCCC3)c2)cc1 (configuration not stated),-12.0,-0.1,-1.3,0.8,-1.9,3.8,-18.9,-2.3,4.2*,-8.6,-11.8
CCOC(=O)[C@]12CCC=C1N(CCC1=CCCCC1)C(=O)[C@H](CC(=O)NCCCCc1ccccc1)C2,1.0,0.0,-1.2,·,-2.4,0.2,-26.0,·,0.0,1.9,0.0
C=CCN1C(=O)[C@@H](CC(=O)NCc2ccc(C)o2)[C@]2(C(=O)OCC)CCCCC/C=C/12,-11.4,-0.4,-1.5,·,2.8,-0.3,-11.8,·,-0.1,1.3,0.5
COc1ccc(-c2ccccc2)cc1NC(=O)[C@@H]1O[C@H](CO)[C@@H](O)[C@H]1O,5.0,1.7,-1.3,·,-0.8,2.0,3.1,1.8,-0.7,-6.1,1.0
